Anthrax LF prot: anthrax lethal factor protease inhibition; multiplex microsphere protease cleavage assay, LF; inhibition, % at 10 µM; P15917; 0.12% of 360,000 active; AID 588501; note: plate controls were buffer without enzyme for full effect and enzyme alone for no effect
Target sequence (P15917 whole entry, looked up): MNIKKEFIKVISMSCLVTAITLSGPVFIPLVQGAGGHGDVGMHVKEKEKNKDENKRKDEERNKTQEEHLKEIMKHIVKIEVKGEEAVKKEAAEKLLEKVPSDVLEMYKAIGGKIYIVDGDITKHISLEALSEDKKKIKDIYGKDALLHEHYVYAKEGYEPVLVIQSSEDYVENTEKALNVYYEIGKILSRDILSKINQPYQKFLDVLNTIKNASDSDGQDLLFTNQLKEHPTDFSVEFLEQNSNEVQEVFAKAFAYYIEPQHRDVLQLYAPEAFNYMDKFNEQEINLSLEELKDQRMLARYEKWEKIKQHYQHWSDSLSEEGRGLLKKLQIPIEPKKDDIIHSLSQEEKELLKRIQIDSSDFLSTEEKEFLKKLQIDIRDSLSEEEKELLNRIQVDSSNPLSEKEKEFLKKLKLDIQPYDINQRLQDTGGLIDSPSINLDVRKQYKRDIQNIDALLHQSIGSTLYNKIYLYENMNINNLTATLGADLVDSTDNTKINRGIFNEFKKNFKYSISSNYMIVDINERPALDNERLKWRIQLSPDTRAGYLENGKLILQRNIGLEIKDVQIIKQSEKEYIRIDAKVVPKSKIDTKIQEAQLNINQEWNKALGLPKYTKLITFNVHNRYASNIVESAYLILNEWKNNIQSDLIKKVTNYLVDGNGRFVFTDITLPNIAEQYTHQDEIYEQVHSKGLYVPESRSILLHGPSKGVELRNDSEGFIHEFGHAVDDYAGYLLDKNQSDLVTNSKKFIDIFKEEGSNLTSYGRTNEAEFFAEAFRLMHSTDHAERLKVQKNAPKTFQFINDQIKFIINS
PrPC surface inh: reduces human prion protein on the cell surface; cell surface PrPC, TR-FRET read-out; inhibition, % at 13.8 µM; 0.43% of 370,000 active; AID 720596; in the data active = inhibition above about 24%; note: 0% = median of the test wells and 100% = reference compound wells
TcdB inh: TcdB glycohydrolase inhibition | TcdB glycohydrolase enzymatic assay, plate reader | 0.24% of 350,000 active | AID 652162 | P18177 | inhibition, % at 9.99 µM; in the data active = inhibition above about 10%
Y pestis TopoI: blocks Yersinia pestis topoisomerase I activity. Y. pestis Topo-I cleavage product accumulation, plate reader. activity, % at 10 µM. 0.064% of 360,000 active. AID 504884; in the data active = activity above about 50%, passing the limit was not always enough; inconclusive = no clear call, values can overlap the other calls; note: inactives centre near 2
BoNT-A LC inh2: inhibitors of Botulinum neurotoxin A light chain protease; multiplex microsphere protease substrate cleavage, flow cytometry; inhibition, % at 10 µM; 0.17% of 360,000 active; AID 588499; note: plate controls were buffer without enzyme for full effect and enzyme alone for no effect
BoNT F protease: blocks Botulinum neurotoxin F light chain protease; 0.22% of 360,000 active; inhibition, % at 10 µM; Multiplex microsphere protease cleavage assay, flow cytometry; AID 588497; in the data active = inhibition above about 35%, passing the limit was not always enough; inconclusive = no clear call, values can overlap the other calls; note: plate controls were buffer without enzyme for full effect and enzyme alone for no effect
FadD28 FP inh: inhibitors of Mycobacterium tuberculosis FadD28 bisubstrate binding | FadD28 bisubstrate probe binding, fluorescence polarization | inhibition, % at 12.5 µM | 0.22% of 360,000 active; in the data active = inhibition above about 8.5%, passing the limit was not always enough; inconclusive = no clear call, values can overlap the other calls
PfHsp40 yeast: restores yeast growth despite PfHsp40 toxicity. AID 504582. S. cerevisiae expressing PfHsp40, growth rescue, ATP luminescence. growth rescue, % at 12.5 µM. 0.68% of 340,000 active; in the data active = growth rescue above about 28%, passing the limit was not always enough; inconclusive = no clear call, values can overlap the other calls;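 note: yeast W303a lacking pdr1 and pdr3 grown in galactose medium; growth measured after three days at 30 °C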
CCHFV vOTU inh: CCHFV vOTU protease inhibition | 0.55% of 370,000 active | AID 651958 | Pep-AMC fluorescence | inhibition, % at 11.5 µM; in the data active = inhibition above about 30%; note: 0% = vehicle wells with enzyme and 100% = no enzyme wells
* marks the source's active call; other numbers are inactive results; ? = inconclusive; / = no result given. Cut-off read from the data, not from the text of the source, unless noted: active = inhibition above about 30%; inconclusive = no clear call, values can overlap the other calls; inactive = below that.

SMILES	Anthrax LF prot	PrPC surface inh	TcdB inh	Y pestis TopoI	BoNT-A LC inh2	BoNT F protease	FadD28 FP inh	PfHsp40 yeast	CCHFV vOTU inh
CCCCC(=NCCc1c(C)[nH]c2ccc(OC)cc12)C1=C(O)CC(c2ccccc2)CC1=O (stereo not given)	-4	8	0.7	15	-0.8	-3	-1.8	2.4	-4
CCCCC(=O)Nc1cccc(NC(=O)c2ccc3c(c2)OCO3)c1	-13	2	/	1	1.8	-5	-1.9	0.8	12
CC(NC(=O)COC(=O)/C=C/c1ccc([N+](=O)[O-])cc1)c1ccccc1 (stereo not given)	1	-2	1.2	2	-0.6	-2	-2.1	0.0	7
COc1ccc(C(=O)Nc2cc3c(cc2C#N)OCO3)cc1S(=O)(=O)N1CCN(C)CC1	-1	-5	1.1	1	0.1	12	-3.2	-0.8	3
CCc1nc2c(OCCC3CCCCC3)cccn2c1N(C)C(=O)c1ccncc1	-9	1	0.2	33	-0.1	-2	-7.7	/	31*
Cc1nn(Cc2c(Cl)cccc2Cl)c(C)c1C(=O)NCc1ccc(C)n1C	2	-2	/	12	-0.1	-9	1.4	0.3	-3
COc1cc(C(=O)COC(=O)c2ccco2)cc(OC)c1OC	-2	-9	0.7	-3	-0.1	0	-1.9	0.6	-9
CCOC(=O)/C(=C\c1ccc(C)cc1)NC(=O)c1ccccc1	0	-5	0.9	4	-0.1	-2	0.9	-0.9	-8
CC(=O)Nc1ccc2c(c1)Cc1cc(N3C(=O)C=CC3=O)ccc1-2	-3	0	0.6	10	1.5	8	-2.9	668*	-4
Cn1c(Cc2ccc3c(c2)OCO3)nnc1SCC(=O)N1CCc2ccccc2C1	-1	6	/	2	0.9	4	-1.8	0.3	-6
O=C(Cc1ccc(F)cc1)Nc1cc(S(=O)(=O)N2CCOCC2)ccc1N1CCCCC1	-1	6	1.9	32	-0.1	-6	-3.5	/	-8
S=C(NCc1ccco1)N1CCN(c2cccc(Cl)c2)CC1	3	13	1.0	8	-1.6	-5	-0.7	7.0	17
CC(=O)Nc1ccc(S(=O)(=O)NC2(C(F)(F)F)NC(=O)N(C3CCCCC3)C2=O)cc1 (stereo not given)	-5	-2	/	-3	?	0	-0.4	-1.0	-7
Cc1cc(C(=O)NCC(c2cccs2)N2CCOCC2)ccc1[N+](=O)[O-] (stereo not given)	-1	-6	0.7	0	0.0	6	-2.6	-1.5	2
CCCCn1c(=O)[nH]c(=O)c2c1nc(-c1ccccc1F)n2Cc1ccccc1	1	11	3.4	30	-1.5	-7	-2.7	2.8	3
CCOC(=O)/C(C#N)=C/Nc1ccccc1OC	-5	-5	/	-1	0.6	1	-2.2	-1.9	-15
COc1ccc(C(=O)N2CC(c3ccccc3)CC2=O)cc1 (stereo not given)	-24	4	0.7	8	?	?	-1.5	-0.5	4
CC(C)NC(=O)N(O)C1N(C(C)C)C(=O)N(Cc2ccc3c(c2)OCO3)C1(C)C (stereo not given)	-5	5	2.2	1	0.8	4	-2.3	0.8	2
CCC(C)c1ccccc1OCC(=O)NN1C(=O)c2ccccc2C1=O (stereo not given)	-10	18	-0.4	-1	-5.8	?	-4.2	-0.2	10
CC(=O)n1c2ccccc2c2nc(NC(C)C)sc21	-8	4	/	6	0.0	-9	-1.8	4.3	10
CCOC(=O)C1CCCN(Cc2nc(N)nc(Nc3ccc(C)cc3)n2)C1 (stereo not given)	-4	-7	/	8	1.7	18	-3.0	-1.5	7
Cc1nc2ccccn2c1-c1ccnc(=S)[nH]1	-3	-11	4.3	0	?	?	-4.7	-0.2	5
CCc1c(C)nc2c(Br)cccc2c1SCCC#N	-2	64*	2.4	12	0.1	-3	-5.4	0.4	11
CC1(C)Cc2nc3sc4c(SCC(=O)NCc5ccccc5)ncnc4c3cc2CO1	-12	10	/	1	1.0	4	-3.6	0.0	-3
O=C(COc1cccc(C(F)(F)F)c1)NNC(=O)Cn1c(=O)cnc2ccccc21	-2	-9	4.1	5	-3.4	4	-3.2	-1.3	10
CCOP(=O)(OCC)C(NC(=O)c1ccccc1C)C(Cl)(Cl)Cl (stereo not given)	1	-1	/	-7	-0.2	-8	-0.2	0.6	3
O=S1(=O)N(CCN2CC=C(c3c[nH]c4cc(F)ccc34)CC2)c2cccc3c2N1CCC3	-10	-25	1.3	-2	-1.4	-43	/	-0.3	14
Cc1cccnc1NC(=O)c1ccc(Br)o1	-1	7	0.1	2	-2.5	-4	0.5	0.7	16
COC(=O)Cn1c(CCS(=O)(=O)c2ccc(C)cc2)nc2ccccc21	-4	-2	/	5	-1.4	-12	-0.6	-1.1	2
Cn1cncc1C#Cc1c(C=O)n(C)c2ccccc12	3	-3	1.3	24	1.2	-3	0.9	-0.8	-7
Nc1cccc(SC2CC(=O)N(c3ccc(Cl)cc3C(=O)c3ccccc3)C2=O)c1 (stereo not given)	-5	6	0.1	26	-0.5	3	-6.6	/	3
COC(=O)c1nn(-c2ccc(OC)cc2)c(=O)cc1Sc1ccc(C)cc1	-2	9	0.7	-2	-0.7	4	-1.7	-2.0	13
O=C(NNC(=O)c1nn(-c2ccc(F)cc2)ccc1=O)c1ccc(C(F)(F)F)cc1	-5	-1	6.4	5	-0.5	-1	-1.0	3.1	3
Cc1cccc(S(=O)(=O)Nc2ccc(S(=O)(=O)Nc3nccs3)cc2)c1	-5	7	-0.2	-2	-0.7	-8	-2.7	0.2	8
CCCCSc1nc2sc3c(c2c(=O)[nH]1)CCC3	1	0	/	8	0.0	-4	0.1	-0.2	-2
CCN(CC)CCNC(=O)c1ccc(NC(=O)COc2ccc3c(c2)CCC3)cc1	-6	-5	-0.4	-7	-0.7	0	-0.8	-1.5	-1

Of the compounds above, 3 have a thiophene ring, fused or not.
SMILES	Anthrax LF prot	PrPC surface inh	TcdB inh	Y pestis TopoI	BoNT-A LC inh2	BoNT F protease	FadD28 FP inh	PfHsp40 yeast	CCHFV vOTU inh
Cc1cc(C(=O)NCC(c2cccs2)N2CCOCC2)ccc1[N+](=O)[O-] (stereo not given)	-1	-6	0.7	0	0.0	6	-2.6	-1.5	2
CC1(C)Cc2nc3sc4c(SCC(=O)NCc5ccccc5)ncnc4c3cc2CO1	-12	10	/	1	1.0	4	-3.6	0.0	-3
CCCCSc1nc2sc3c(c2c(=O)[nH]1)CCC3	1	0	/	8	0.0	-4	0.1	-0.2	-2

New compounds follow.
SMILES	Anthrax LF prot	PrPC surface inh	TcdB inh	Y pestis TopoI	BoNT-A LC inh2	BoNT F protease	FadD28 FP inh	PfHsp40 yeast	CCHFV vOTU inh
CC1(C)CC(NCc2ccccc2)CCO1 (stereo not given)	-4	-3	3.5	2	0.5	-1	-1.5	-0.5	-4
NC(=Nc1ccccc1)NN=Cc1c[nH]c2ccccc12	-11	13	5.7	-15	-0.9	-13	-5.7	-1.3	-5
CCOc1ccc(C(CCc2ccccc2)NC(=O)c2ccc(OC)c(OC)c2)cc1OCC (stereo not given)	-4	5	/	5	-0.7	-2	0.9	1.6	4
O=C1CN(C(=O)c2ccc(F)cc2)c2ccccc2N1	0	7	-1.7	-5	0.2	4	-3.6	1.5	-15
O=C(Cn1cc([N+](=O)[O-])cn1)N1CCN(Cc2ccc3c(c2)OCO3)CC1	-1	-3	1.4	-6	2.0	-2	-2.3	-0.9	9
O=S(=O)(c1ccccc1)c1nc(-c2ccco2)oc1NCCN1CCOCC1	-2	3	0.3	1	-2.3	-2	-0.1	0.2	-2
CCc1ccc(C(CC(=O)O)N2Cc3ccccc3C2=O)cc1 (stereo not given)	-12	6	1.0	-8	-2.6	-26	-1.7	-0.6	-3
CCc1nnc(NC(=O)CCC(=O)N2CCN(S(=O)(=O)c3cc(Cl)ccc3OC)CC2)s1	-1	1	1.7	13	0.3	2	-0.8	-0.5	-3
Cn1c(=O)c2c(ncn2Cc2cccc(Cl)c2)n(C)c1=O	6	3	/	-8	-0.1	-3	-3.1	1.0	-6
O=C(O)/C(=C\c1ccc(Cl)c([N+](=O)[O-])c1)c1ccc(S(=O)(=O)N2CCCC2)s1	-10	-9	-1.6	1	-3.1	-4	/	1.1	18
O=C(NC1CCCC1)C1CC(c2ccc(F)cc2)=NO1 (stereo not given)	0	-1	/	0	-1.2	-5	-0.5	-0.9	2
COc1cc(CCC(=O)OCC(=O)Nc2c(C)cccc2C(C)C)cc(OC)c1OC	-2	-3	0.7	7	-0.3	-4	0.4	-0.9	-13

Of the compounds above, three have a cyano group.
SMILES	Anthrax LF prot	PrPC surface inh	TcdB inh	Y pestis TopoI	BoNT-A LC inh2	BoNT F protease	FadD28 FP inh	PfHsp40 yeast	CCHFV vOTU inh
COc1ccc(C(=O)Nc2cc3c(cc2C#N)OCO3)cc1S(=O)(=O)N1CCN(C)CC1	-1	-5	1.1	1	0.1	12	-3.2	-0.8	3
CCOC(=O)/C(C#N)=C/Nc1ccccc1OC	-5	-5	/	-1	0.6	1	-2.2	-1.9	-15
CCc1c(C)nc2c(Br)cccc2c1SCCC#N	-2	64*	2.4	12	0.1	-3	-5.4	0.4	11

Continuation.
SMILES	Anthrax LF prot	PrPC surface inh	TcdB inh	Y pestis TopoI	BoNT-A LC inh2	BoNT F protease	FadD28 FP inh	PfHsp40 yeast	CCHFV vOTU inh
Cc1ccc(CNC(=O)CSCc2ccc(F)cc2)cc1	-1	2	1.7	19	1.0	2	-0.8	0.6	12
Cc1ccc(N2CC(C(=O)OCC(=O)c3ccc([N+](=O)[O-])cc3)CC2=O)cc1 (stereo not given)	-6	10	-0.4	-4	-6.4	-18	-2.5	-0.7	-3
CSc1nc2ccc(N3C(=O)C4CCCCC4C3=O)cc2s1 (stereo not given)	3	-1	/	-3	0.7	3	-2.6	-0.3	-8
CCc1ccc(C(=O)COC(=O)C(CCSC)NC(=O)C23CC4CC(CC(C4)C2)C3)cc1 (stereo not given)	2	0	-0.3	2	-0.3	1	-0.8	-1.4	8
CCCCNC(=O)[C@H]1N2C(=O)c3c(ccc(OC)c3OC)C2SC1(C)C (stereo not given in full)	-5	3	-0.3	4	-2.9	0	-1.8	0.2	-19
O=c1c2ccccc2nc(-c2ccccc2)n1-c1ccncc1	?	2	/	1	?	?	-2.0	0.9	3
O=c1cc(-c2cc3ccccc3o2)c2cc(O)ccc2o1	2	/	/	3	1.9	6	-3.3	0.5	/
COC(=O)C1(CCSC)NC(c2ccccc2F)C2C(=O)N(c3ccc4c(c3)OCCO4)C(=O)C21 (stereo not given)	-5	-7	0.3	-4	0.0	4	-2.2	1.9	12
O=C(CN1CCN(Cc2ccc3c(c2)OCO3)CC1)Nc1ccc2c(c1)OCCO2	-3	-11	/	-1	-0.2	-1	-3.5	-0.3	4
Cc1cc(/C=C(/C#N)C(=O)Nc2ccc(Cl)cc2)c(C)n1-c1cccnc1	0	-9	/	-11	0.9	13	0.0	0.5	2
COc1ccc(S(=O)(=O)N(C)CC(=O)Nc2ccc3c(c2)OCO3)cc1OC	-7	2	/	-4	-0.1	-5	-2.7	1.6	-9
CCC(C)(C(=O)NC1CCCCC1)N(C)C(=O)c1ccccn1 (stereo not given)	1	-3	/	4	0.1	14	-0.9	0.2	5
CNC1(C(N)=O)CCN(Cc2ccccc2)CC1	6	-3	0.0	8	0.0	4	-3.7	-0.5	1
CC1CCCN(S(=O)(=O)c2cc(C(=O)NCCc3ccc(S(N)(=O)=O)cc3)ccc2Cl)C1 (stereo not given)	0	6	1.1	13	-0.2	-6	-2.9	-1.4	-9
COC1C(OC(=O)c2ccc(C)[nH]2)C(O)C(Oc2ccc3c(O)c(NC(=O)c4ccc(O)c(CC=C(C)C)c4)c(=O)oc3c2Cl)OC1(C)C (stereo not given)	-4	2	1.1	-4	-0.4	-1	20*	2.7	38*
Cc1ccc(C2CC(=O)Oc3cc(C)c(Br)c(C)c32)cc1 (stereo not given)	-6	10	0.6	37	-0.5	-4	-4.3	2.6	5
CCOc1ccc(C(C(=O)NC2CCCC2)N(CCCO)C(=O)c2ccc(-c3ccccc3)[nH]2)cc1 (stereo not given)	-1	-3	0.6	32	-0.6	6	-0.8	-0.9	0
CCOc1cc(/C=C(/C#N)c2ccc(F)cc2)ccc1OCc1ccc(C(=O)O)o1	-5	-7	/	-1	-1.4	-29	-5.1	2.6	26

Screens deposited in PubChem BioAssay by several laboratories.
